ELG1 DNA repair: blocks ELG1-dependent DNA repair in HEK293T cells. Potency, µM (doses to about 46.1 µM), without a hit: at the top dose activity change, negative = inhibition, most hits filed as inhibitors. HEK293T ELG1-luciferase reporter, luminescence, 16 h; DNA damage induced by 5-fluorouridine. 2.3% of 330,000 active; note: potency is the fitted concentration of half-maximal effect; % is set by controls: 0 for no effect and ±100 for the full control effect; nearly all actives have a fitted effect of over 55% in size
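In this reporter screen, reduction of luminescence relative to DMSO vehicle indicated activity. Compounds and 5-fluorouridine were added together to 2,000 cells per well, incubated for 16 hr at 37 °C, then developed with ONE-Glo.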
RORg inh: ROR gamma (mouse) transcription inhibition | AID 2551 | 5.4% of 310,000 active | P51450 | Drosophila S2 Gal4-RORgamma UAS-luciferase reporter, 20 h | Potency, µM (series often up to 53.6 µM), for the others: top-dose activity change, negative = inhibition, usual class: inhibitors; note: potency is the fitted concentration of half-maximal effect; % is set by controls: 0 for no effect and ±100 for the full control effect; nearly all actives have a fitted effect of over 60% in size
Target sequence (P51450 whole entry, looked up, the tested form may be a part): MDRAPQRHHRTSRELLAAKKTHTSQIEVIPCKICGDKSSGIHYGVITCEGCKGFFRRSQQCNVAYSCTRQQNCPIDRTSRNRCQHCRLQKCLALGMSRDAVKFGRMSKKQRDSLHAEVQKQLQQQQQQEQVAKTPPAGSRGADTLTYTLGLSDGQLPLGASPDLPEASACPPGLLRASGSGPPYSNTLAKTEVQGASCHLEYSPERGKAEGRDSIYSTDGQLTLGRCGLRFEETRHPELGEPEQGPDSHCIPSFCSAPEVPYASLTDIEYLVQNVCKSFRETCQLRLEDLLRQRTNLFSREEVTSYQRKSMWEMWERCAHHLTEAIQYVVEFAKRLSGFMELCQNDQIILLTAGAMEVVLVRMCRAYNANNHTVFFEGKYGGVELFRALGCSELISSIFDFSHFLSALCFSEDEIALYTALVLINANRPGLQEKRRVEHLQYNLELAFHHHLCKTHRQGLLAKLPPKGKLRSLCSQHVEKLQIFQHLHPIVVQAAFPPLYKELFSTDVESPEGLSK
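Compounds are pin-transferred onto Drosophila Schneider cells expressing a copper-inducible Gal4–ROR gamma transactivation domain fusion. After 1 hr, copper sulfate is added to 700 uM final; luciferase is read 20 hr later.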
NPC1 promoter act: activates the NPC1 promoter. Huh7 NPC1 promoter luciferase reporter, 24 h. Potency, µM (highest dose often 9.22 µM), inactives show top-dose activation, actives largely listed as activators. 2.4% of 320,000 active. AID 485313;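 note: potency is the fitted concentration of half-maximal effect; % of control where 0% means no effect; nearly all actives have a fitted effect of over 60% in size; reporter is driven by a mutant NPC1 promoter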
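NPC1 promoter–luciferase Huh7 cells; 24 h compound; luminescence.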
Menin MLL FP TR: menin-MLL binding inhibition, Texas Red mutant peptide; Menin + Texas Red MLL mutant peptide, fluorescence polarization; Potency, µM (doses to about 61.6 µM), inactives show top-dose FP activity change, negative = inhibition, most hits filed as inhibitors; 0.23% of 270,000 active; AID 1768; active = well fitted inhibition curve with a large enough effect in the polarisation, with a control signal flat, not every such curve was filed as active; inconclusive = small, poorly fitted or top-dose-only effect, or effect the other way, or a change in a side signal; inactive = no such curve, though single readings can be large or run the other way; the % refers to the polarisation; note: potency is the fitted concentration of half-maximal effect; % of control where 0% means no effect; many of its hits are not listed in these tables
Target sequence (O00255 whole entry, looked up): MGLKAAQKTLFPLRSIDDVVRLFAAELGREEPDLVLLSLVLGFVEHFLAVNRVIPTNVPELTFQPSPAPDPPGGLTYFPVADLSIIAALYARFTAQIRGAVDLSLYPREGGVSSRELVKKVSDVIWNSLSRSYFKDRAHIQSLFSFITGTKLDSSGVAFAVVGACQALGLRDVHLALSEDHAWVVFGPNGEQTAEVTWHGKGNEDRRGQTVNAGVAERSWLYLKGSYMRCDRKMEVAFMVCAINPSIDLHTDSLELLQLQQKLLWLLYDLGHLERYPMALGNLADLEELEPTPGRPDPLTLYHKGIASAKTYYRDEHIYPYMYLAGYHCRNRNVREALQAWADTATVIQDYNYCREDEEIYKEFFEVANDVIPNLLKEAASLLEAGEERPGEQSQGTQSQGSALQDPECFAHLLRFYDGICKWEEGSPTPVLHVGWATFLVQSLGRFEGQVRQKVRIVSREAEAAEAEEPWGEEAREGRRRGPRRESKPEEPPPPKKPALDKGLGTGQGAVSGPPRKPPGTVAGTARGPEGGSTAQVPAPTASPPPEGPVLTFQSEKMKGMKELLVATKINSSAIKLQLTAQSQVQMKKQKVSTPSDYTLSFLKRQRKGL
PKM2 activator: PKM2 (human) enzyme activation. P14618. Potency, µM (top dose mostly 57.5 µM), without a hit: at the top dose activation, usual class: activators. purified PKM2, Kinase-Glo ATP luminescence, activation; response scale: 0% is enzyme alone, no compound. 0.34% of 260,000 active; note: potency is the fitted concentration of half-maximal effect; % is set by controls: 0 for no effect and ±100 for the full control effect; nearly all actives have a fitted effect of over 55% in size
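Purified hPK-M2 (>95% pure) converted ADP (0.1 mM final) to ATP with 0.5 mM PEP in 50 mM imidazole pH7.2, KCl, MgCl2, Tween 20, BSA; 1 h at room temperature. ATP detected by Kinase-Glo luminescence.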
KCNH2 3.1 inh: KCNH2 3.1 (human) potassium channel inhibition; AID 720553; activity change, % (tested at about 1.8 µM); 0.95% of 340,000 active; U2OS KCNH2 3.1, thallium flux FluxOr; active compounds read low;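 active = maximum activity change below -70%; inconclusive = maximum activity change from -70% to -50%; inactive = maximum activity change above -50%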;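 note: thallium influx rate constant from kinetic fluorescence after stimulation buffer; % is set by controls: 0 for no effect and ±100 for the full control effect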
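Measured as rate of thallium-driven FluxOr signal in transduced U2OS cells carrying the 3.1 channel, read kinetically for 2 min upon stimulation; values are rate constants scaled to DMSO control wells.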
Rab9 promoter act: activates the Rab9 promoter; Huh7 Rab9 promoter-luciferase reporter, luminescence, 24 h; Potency, µM (titrated, usually from 9.22 µM), for the others: top-dose activation, negative = inhibition, most hits filed as activators; 2.8% of 320,000 active; AID 485297; note: potency is the fitted concentration of half-maximal effect; % of control where 0% means no effect; nearly all actives have a fitted effect of over 60% in size
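Huh7 reporter line, Rab9 promoter upstream of luciferase. Compound exposure 24 h at 37 °C in reduced-serum medium with 10% FBS. Read-out: luminescence.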
MBNL1-CUG inh: inhibitors of human MBNL1 binding to CUG repeat RNA; Q9NR56; 0.036% of 280,000 active; Potency, µM (doses to about 57.5 µM), inactives show at the highest dose activity change, negative = inhibition, usual class: inhibitors; TR-FRET MBNL1-His/biotin-(CUG)12 binding, 665/545 ratio; active = well fitted inhibition curve with a large enough effect in the signal ratio, with a control signal flat, not every such curve was filed as active; inconclusive = small, poorly fitted or top-dose-only effect, or effect the other way, or a change in a side signal; inactive = no such curve, though single readings can be large or run the other way; the % refers to the signal ratio; note: potency is the fitted concentration of half-maximal effect; % is set by controls: 0 for no effect and ±100 for the full control effect
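MBNL1-His + Biotin-(CUG)12, cpd titration 92 nM–58 uM; Tb anti-His Ab 0.055 ng/ul, SA-XL665 5 nM (final); 60 min RT; ratiometric 665/545 nm, Ex 340 nm; normalized to buffer and full-complex controls.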
Gal4-VP16 FLuc: Gal4-VP16 reporter inhibition counter-screen | 3.5% of 310,000 active | Potency, µM (series often up to 53.6 µM), inactives show at the highest dose activity, negative = inhibition, usual class: inhibitors | Drosophila S2 Gal4-VP16 UAS-luciferase, luminescence, 20 h;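 note: Gal4-VP16 expression switched on by copper sulfate through the metallothionein promoter; potency is the fitted concentration of half-maximal effect; % is set by controls: 0 for no effect and ±100 for the full control effect; nearly all actives have a fitted effect of over 50% in size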
FLuc counter: firefly luciferase modulation, counter-screen for miR-21 project; P08659; purified FLuc, Km substrates, luminescence inhibition; Potency, µM (titrated, usually from 57.5 µM), without a hit: top-dose activity change, negative = inhibition, hits mostly inhibitors; 6.9% of 360,000 active; AID 588342;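 note: potency is the fitted concentration of half-maximal effect; plate controls were vehicle for no effect and reference inhibitor for full effect; nearly all actives have a fitted effect of over 55% in size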
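Purified P. pyralis luciferase, 10 nM final, with Km-level 10 uM D-luciferin and 10 uM ATP in 50 mM Tris acetate pH 7.5, 10 mM Mg acetate, 0.01% Tween-20, 0.05% BSA; 6-point qHTS titration about 60 µM downward; luminescence read.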
Mito fusion yeast: blocks mitochondrial division or promotes mitochondrial fusion; S. cerevisiae fusion-defective mutant growth rescue, CellTiterGlo 48 h; AID 485298; 0.23% of 320,000 active; Potency, µM (titrated, usually from 46.1 µM), without a hit: at the highest dose growth rescue (activation), most hits filed as activators;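 note: potency is the fitted concentration of half-maximal effect; % of control where 0% means no effect; nearly all actives have a fitted effect of over 45% in size; temperature-sensitive fusion mutants such as fzo1-1 at 37 °C on non-fermentable ethanol glycerol medium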
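Read-out: ATP-based luminescence (CellTiterGlo, 10 min ambient) reporting growth of fusion-defective ts yeast after 48 hours at 37C on glycerol/ethanol YPEG medium in the presence of compound.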
* = called active by the depositor; ? = inconclusive; . = not tested or not shown; & = joins results of further samples; [ ] = dose if it differs, or a comment. Unless noted, calls come from the whole dose curve; as a rule, active = well fitted curve in the direction sought with a large enough effect; inconclusive = small, poorly fitted or top-dose-only effect, or another doubt; inactive = no such curve, though single readings can be large; an effect the other way counts as inactive or inconclusive.

SMILES	ELG1 DNA repair	RORg inh	NPC1 promoter act	Menin MLL FP TR	PKM2 activator	KCNH2 3.1 inh	Rab9 promoter act	MBNL1-CUG inh	Gal4-VP16 FLuc	FLuc counter	Mito fusion yeast
CCOc1ncccc1C(=O)OCC(=O)Nc1ccc(S(=O)(=O)N2CCCC2)cc1	-13%	.	2%	.	.	1	-6%	.	.	-2%	-5%
COc1ccc(C(C)N2CC34C=CC(O3)C(C(=O)OCC(C)C)C4C2=O)cc1 (stereo unspecified)	7%	-11%	1%	-3%	3%	.	-5%	4%	-6%	6%	-3%
CC(N=Cc1cccc(O)c1O)c1ccccc1 (stereo unspecified)	-9%	-34%	1%	6%	23%	6	-4%	?	-9%	6%	-5%
O=C(COC(=O)CCC(=O)c1ccc(F)cc1)Nc1nnc(-c2ccccc2)o1	-1%	.	-2%	.	.	19	2%	.	.	-16%	0%
COCCn1c(=O)[nH]c(=O)c2c1nc(-c1ccc(-c3ccc(Cl)cc3[N+](=O)[O-])o1)n2Cc1ccccc1	13µM*	?	-3%	-8%	0%	-14	-2%	?	?	-1%	-1%
COc1ccc(Cn2nnnc2C(c2ccccc2)N2CCN(C3CCCC3)CC2)cc1 (stereo unspecified)	0%	24%	4%	.	17%	-6	-5%	0%	-8%	-1%	?
COc1cc(/C=N/NC(=O)c2ccc(NC(=O)C3CC3)cc2)ccc1OC(C)=O	2%	2%	-1%	?	-2%	15	-3%	-3%	-1%	1%	4%
CC1CC(C)CN(c2ncc3c(n2)CC(c2ccccc2Cl)CC3=O)C1 (stereo unspecified)	-7%	3%	1%	-4%	-9%	-4	-15%	7%	-5%	8%	25%
O=C(Nc1ccc(S(=O)(=O)Nc2nccs2)cc1)c1nn(-c2ccccc2)ccc1=O	8%	12%	-2%	?	4%	-5	-2%	?	1%	2%	10%
CCc1ccc(C(=O)C(C)OC(=O)c2nc3nc(C)cc(C)n3n2)cc1 (stereo unspecified)	0%	.	8%	.	.	0	2%	.	.	?	-5%
FC(F)(F)c1ccccc1NC(=S)N/N=C1\CC2CC=CC12 (stereo unspecified)	-3%	0.5µM*	-1%	0%	-10%	7	0%	-3%	14µM*	-6%	0%
CC(C)N1C(=O)C2C(C(=O)NCc3ccccc3)C3C=CC2(O3)C1C(=O)NC(C)(C)C (stereo unspecified)	3%	22%	1%	1%	-3%	0	3%	-11%	-1%	0%	1%
CCOC(=O)c1c(SC)[nH]c2c(Cl)cccc2c1=O	-10%	-7%	-2%	.	5%	-5	0%	.	-2%	-16%	-1%
O=C(N/N=C/c1cccn1-c1ccc([N+](=O)[O-])cc1)C(O)c1ccccc1 (stereo unspecified)	1%	-18%	0%	29%	20%	0	-5%	?	3%	1%	-4%
CN(C)c1nc2n(c(=O)n1)CCO2	0%	3%	-4%	1%	-7%	-1	-7%	-9%	2%	2%	-1%
Fc1ccccc1NC(=S)Nc1cccc2cnccc12	?	0%	3%	-16%	-4%	-5	-1%	20%	-4%	?	0%
Cn1c(CC(=O)Nc2ccc(F)cc2)nnc1SCC(=O)NC1CCCCC1	15%	-14%	-9%	-13%	-5%	3	-5%	-1%	1%	-2%	-4%
C/C(=N/N1CCN(c2ccccn2)CC1)c1cccc([N+](=O)[O-])c1	1%	14%	7%	-16%	0%	-7	2%	.	20%	-8%	-5%
COc1ccc(CN(C)C(=O)Cc2ccc(OC)c(S(=O)(=O)N3CCOCC3)c2)cc1OC	21%	.	-2%	.	.	-20	-3%	.	.	4%	-2%
CCCCc1nc(SCC(=O)Nc2ccc(S(N)(=O)=O)cc2)n[nH]1	7%	-7%	-2%	-3%	11%	-5	2%	7%	2%	0%&-1%	-5%&-1%
O=[N+]([O-])c1cccc2ccc(/C=C/c3cccc(Br)c3)nc12	21%	?	28%	?	-4%	-6	20%	6%	3%	?	0%
COc1cc(SC)ccc1C(=O)NC1CCCc2ccccc21 (stereo unspecified)	?	0%	-4%	?	4%	-7	-1%	4%	?	-13%	13%
CC(=O)Nc1ccc(S(=O)(=O)N2CCCC(C(=O)N3CCN(c4ccccc4)CC3)C2)cc1 (stereo unspecified)	21µM*	.	-1%	1%	-8%	-24	-5%	-6%	.	10%	3%
COc1ccc(/C=N/n2nnnc2N)c(OC)c1	22%	-12%	16%	7%	.	-5	3%	-3%	22%	?	-1%
COc1ccc(S(=O)(=O)NC(C)(C)C)cc1-c1nnc2c3ccccc3c(C)nn12	-16%	3%	-1%	-11%	0%	-13	-4%	2%	0%	1%&3%	-2%&0%
(cont.)
SMILES	ELG1 DNA repair	RORg inh	NPC1 promoter act	Menin MLL FP TR	PKM2 activator	KCNH2 3.1 inh	Rab9 promoter act	MBNL1-CUG inh	Gal4-VP16 FLuc	FLuc counter	Mito fusion yeast
Cn1c(=O)c2c(Nc3ccc(F)cc3)cc(=O)n(-c3ccccc3)c2n(C)c1=O	-11%	13%	0%	.	-4%	-7	-3%	2%	0%	0%	7%
CCOCCCN(C(=O)Cn1nnc2ccccc21)C(C(=O)NCc1ccco1)c1ccncc1 (stereo unspecified)	8%	0%	1%	-9%	1%	-16	7%	5%	-19%	2%[2.3 µM]	-1%
CC(=O)NS(=O)(=O)c1ccc(NC(=O)CN2C(=O)C3C4C=CC(C4)C3C2=O)cc1 (stereo unspecified)	10%	-9%	-5%	-2%	-2%	-9	-3%	.	-2%	9%	1%
COc1ccccc1N1C(=O)C2C3CC(c4ccccc4)C(C3)C2C1=O (stereo unspecified)	?	11%	-2%	0%	-1%	-16	0%	.	-2%	2%	15%
Cc1ccc2nc(SCC(=O)N3CCCCCC3)nc(=O)n2c1	11%	.	-1%	.	.	-1	4%	.	.	1%	-1%
O=C(Nc1cccc(-c2nc3ncccc3o2)c1)c1ccco1	-10%	-32%	-3%	6%	-3%	5	3%	-7%	-7%	?	3%
COc1ccc(C2CC(c3cccs3)=NN2C(=O)CSc2nc(=O)n3cc(C)ccc3n2)cc1 (stereo unspecified)	-16%	.	8%	.	.	-13	-4%	.	.	2%	20%
COCCN(Cc1cc2cc(C)c(C)cc2nc1Cl)C(=O)N1CCOCC1	2%	8%	-3%	-9%	0%	21	8%	-1%	2%	3%	0%
O=C(C1CCN(S(=O)(=O)c2cccc3nsnc23)CC1)N1CCCc2ccccc21	?	-11%	0%	.	5%	-1	-2%	?	-25%	6%	1%
Cc1c(C(=O)NCCN2C(=O)S/C(=C\c3cccs3)C2=O)cccc1[N+](=O)[O-]	7%	23%	0%	-9%	-11%	19	0%	6%	-12%	1%	4%
COc1ccc(N(CC(=O)NCCSC2CCCCC2)S(C)(=O)=O)c(OC)c1	0%	1%	6%	3%	0%	15	3%	6%	0%	-4%	4%
C/C(Cl)=C/Cn1c(NCCCn2ccnc2)nc2c1c(=O)[nH]c(=O)n2C	0%	17%	1%	0%	-2%	-12	3%	-6%	-15%	2%	-2%
CCN1C(=O)CC2(C[N+]3(C)CCC2CC3)C1=O (stereo unspecified)	-1%	-12%	-1%	-7%	2%	-5	-1%	-7%	-2%	4%	-3%
CC(C)C(NS(=O)(=O)c1cccc(C(F)(F)F)c1)C(=O)O (stereo unspecified)	5%	32%	-2%	.	1%	0	-5%	0%	-2%	3%	-1%
c1ccc(Cn2cc(-c3cccnc3)cn2)cc1	?	.	22%	.	.	18	-7%	.	.	?	-55%[inhibitor]
Cc1ccc(NC2CCCN(C(=O)c3ccccc3N3CCOCC3)C2)cc1C (stereo unspecified)	-5%	0%	-2%	.	.	13	5%	4%	-1%	10%	-3%
CC(C)CN(CCNC(=O)CN1C(=O)COc2ccc(S(=O)(=O)N3CCOCC3)cc21)CC(C)C	9%	-15%	-5%	.	.	9	-3%	3%	2%	1%	0%
Cc1cccc2c1-c1sc(C(=O)Nc3ccccc3N3CCN(C)CC3)cc1CO2	21µM*	?	-2%	.	-3%	-71*	-5%	5%	-13%	2%	-26%
Cc1nnc2sc(-c3ccc(NC(=O)CSc4ccc(Cl)cc4)cc3)nn12	-20%	-3%	-3%	2%	2%	-8	0%	115%[activator]	-26%	1%	2%
O=C(CSc1nccc(=O)[nH]1)NC1CCCC1	5%	-10%	0%	.	.	5	2%	-2%	-6%	-1%	2%

Source: PubChem (National Center for Advancing Translational Sciences (NCATS))

The list is partial; rates above refer to the full screens.
